High-throughput results deposited in PubChem BioAssay by several laboratories.
Rac1 mut GTP – GTP binding modulators of activated mutant Rac1, primary screen, biochemical, bead-based flow cytometry, multiplex, fluorescent GTP; GST-Rac1 activated beads; actives lie on both sides; 100% means binding = to untreated wells; percent activity (GTP binding), % at 10 µM; 0.11% of 190,000 active; AID 764, 2007;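 active = GTP binding at least 20 percentage points away from the 100% baseline, in either direction, so actives lie on both sides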
Cdc42 wt GTP – modulators of GTP binding to wildtype Cdc42, primary screen, biochemical, multiplex bead flow cytometry, Bodipy-GTP. Cell division control protein 42 homolog (Homo sapiens), P60953. GST-Cdc42 beads; actives lie on both sides. percent activity (GTP binding), % at 10 µM. 0.2% of 190,000 active. AID 761, 2007;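 active = percent activity GTP binding at least 20 points away from the 100% baseline, either down as inhibitor or up as activator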;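 note: median bead fluorescence of bound Bodipy-FL-GTP at 100 nM; 0% = excess unlabeled GTP control and 100% = no compound control; below 100% means less GTP binding so inhibitor and above means activator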
Target sequence (P60953 whole entry, looked up): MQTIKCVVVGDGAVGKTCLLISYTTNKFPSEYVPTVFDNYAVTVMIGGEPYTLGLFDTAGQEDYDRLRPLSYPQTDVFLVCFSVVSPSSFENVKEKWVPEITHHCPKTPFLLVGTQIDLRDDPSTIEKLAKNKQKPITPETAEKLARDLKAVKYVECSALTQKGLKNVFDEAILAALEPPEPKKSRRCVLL
Avidin fluor – green autofluorescence of compounds with avidin beads – biophysical, 488/530 nm, flow cytometry, artefact control, profiling panel; compound fluorescence 488/530 nm; stronger effect = higher value; 0.38% of 220,000 active; fluorescence (KMESF) at 10 µM; AID 1775, 2009; in the data active = fluorescence above about 47; note: inactives centre near 10
HRas wt GTP bind – modulators of GTP binding to HRas wildtype, primary screen, biochemical, bead-based flow cytometry, multiplex; GTPase HRas (Homo sapiens), P01112; GST-Ras wt beads, Bodipy-FL-GTP binding; actives lie on both sides; GTP binding activity, % at 10 µM; 0.14% of 190,000 active; AID 759, 2007;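 active = GTP binding activity at least 20% away from the 100% baseline, either lowered as inhibitor or raised as activator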;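 note: 0% = unlabeled GTP competition control and 100% = no-compound control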
Target sequence (P01112 whole entry, looked up): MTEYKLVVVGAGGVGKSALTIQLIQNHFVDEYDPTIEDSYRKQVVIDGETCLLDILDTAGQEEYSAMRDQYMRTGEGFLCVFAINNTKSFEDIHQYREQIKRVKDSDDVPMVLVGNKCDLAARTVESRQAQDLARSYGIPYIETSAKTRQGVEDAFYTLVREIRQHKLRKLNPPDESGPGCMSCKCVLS
Rab7 wt GTP bind – modulators of GTP binding to Rab7, primary screen, biochemical, wildtype, multiplex bead flow cytometry; Rab7 GTPase wild type (dog), Bodipy-FL-GTP binding; GST-Rab7 beads, fluorescent GTP binding; actives lie on both sides; untreated = 100%, excess cold GTP = 0%; GTP binding activity (percent of control), % at 10 µM; 0.055% of 190,000 active; AID 758, 2007;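 active = fluorescent GTP binding to Rab7 beads changed by at least 20 points from the 100% baseline, either direction, mostly lower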;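 note: median green fluorescence of bound Bodipy-FL-GTP per Rab7 bead population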
ABCB1 inh – ABCB1 efflux pump inhibitors, primary screen, cell-based, multiplex, flow cytometry, ABCG2 counter-screen; ATP-dependent translocase ABCB1 (Homo sapiens), P08183; CCRF-Adr cells, JC-1 efflux; inhibition, % at 6.6 µM; 0.067% of 190,000 active; AID 1326, 2008; in the data active = inhibition above about 40%;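 note: 0% = vehicle and 100% = reference inhibitor; higher value means more JC-1 retained so stronger ABCB1 efflux block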
Rac1 wt modul – wildtype Rac1 GTP binding modulators, primary screen, biochemical, GST-Rac1 beads, flow cytometry, multiplex | Ras-related C3 botulinum toxin substrate 1 (Homo sapiens), P63000 | fluorescent GTP binding; actives lie on both sides; 0 = cold GTP competed, 100 = untreated | GTP binding activity (% of control), % at 10 µM | 0.27% of 190,000 active | AID 757, 2007;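 active = GTP binding activity at least 20 points away from the 100% control level, either lower or higher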
Rab2A wt mod – modulators of GTP binding to Rab2A wildtype, primary screen, biochemical, dog, bead-based flow cytometry, multiplex | AID 760, 2007 | Ras-related protein Rab-2A (Canis lupus familiaris), P61105 | GST-Rab2 wt beads, Bodipy-GTP binding | 0.19% of 190,000 active | GTP binding activity, % at 10 µM;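 active = GTP binding activity at least 20 points away from 100%, either lowered or raised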;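 note: 0% = beads with excess unlabeled GTP and 100% = no-compound control corrected for plate trend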
ABCG2 inh – ABCG2 efflux pump inhibitors, primary screen, multiplex with ABCB1, IgMXP3 cells, flow cytometry; inhibition, % at 6.6 µM; 0.1% of 190,000 active; JC-1 efflux; AID 1325, 2008;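 active = inhibition above 80%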;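 note: 0% = DMSO and 100% = nicardipine control wells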
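Incubation: cells with compound and JC-1, 10 min at 25 °C, rotating, no wash / Test system: IgMXP3 (ABCG2) plus far-red-tagged CCRF-Adr (ABCB1) cells / Compound dosing: one concentration, 6.6 µM final / Also added: JC-1 fluorescent substrate / Evaluation: efflux inhibition in percent versus controls / Detection: flow cytometry, 530 nm JC-1 signal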
Pf gametocyte – late stage P. falciparum gametocyte viability inhibitors, primary screen, ATP luminescence, HTS. P. falciparum stage V gametocytes, 24 h. inhibition, % at 10.9 µM. 0.065% of 150,000 active;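 active = inhibition above the mean plus 3 SD of compounds within the control limits, set per campaign, cut at about 38% in these data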;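 note: 0% = DMSO wells and 100% = medium only without gametocytes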
Mcl1-Noxa inh – Mcl-1/Noxa binding inhibitors, primary screen, biochemical, TR-FRET, 1536-well | Induced myeloid leukemia cell differentiation protein Mcl-1 (Homo sapiens), Q07820 | AID 1022, 2008 | inhibition, % at 21.7 µM | TR-FRET Mcl-1/Noxa peptide binding, 2 h | 1.5% of 220,000 active;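 active = compounds that cut the protein-peptide binding signal by more than 50% relative to plate controls in a single-dose test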;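 note: His-tagged Mcl-1 with rhodamine Noxa BH3 peptide and terbium anti-His antibody; 0% = Mcl-1 plus Noxa peptide wells and 100% = peptide-only wells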
Target sequence (Q07820 whole entry, looked up): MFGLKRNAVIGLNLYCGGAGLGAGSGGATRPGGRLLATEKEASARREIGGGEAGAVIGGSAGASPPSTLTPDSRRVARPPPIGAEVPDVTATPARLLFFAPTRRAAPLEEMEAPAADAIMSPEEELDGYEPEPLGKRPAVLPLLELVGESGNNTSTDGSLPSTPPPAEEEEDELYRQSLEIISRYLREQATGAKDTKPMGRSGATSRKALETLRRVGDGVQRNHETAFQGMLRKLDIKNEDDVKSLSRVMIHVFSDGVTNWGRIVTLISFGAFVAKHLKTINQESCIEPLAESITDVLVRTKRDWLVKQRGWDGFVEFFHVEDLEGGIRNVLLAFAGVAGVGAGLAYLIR
Starred values were filed as active, the others as inactive; x = no result given; & = joins results of further samples; [ ] = dose if it differs, or a comment.

mol	Rac1 mut GTP	Cdc42 wt GTP	Avidin fluor	HRas wt GTP bind	Rab7 wt GTP bind	ABCB1 inh	Rac1 wt modul	Rab2A wt mod	ABCG2 inh	Pf gametocyte	Mcl1-Noxa inh
COc1cc(S(=O)(=O)Nc2ccc3cn[nH]c3c2)ccc1Cl	96	99	5	97	100	0.5	100	98	2	-7	7
O=C(Nc1cc(Cl)cc(Cl)c1)C1CCC(=O)N1Cc1ccccc1Cl (centres undefined)	97	98	9	98	100	-2.9	103	98	-5	-7	-7
COc1cc(/C=C(\C#N)C(=O)NCc2cccs2)ccc1O	100	97	4	100	106	0.6	102	99	6	-19	22
O=C(O)CSc1ccccn1	95	97	40	97	97	0.2	95	94	1	11	16
COC(=O)[C@@H](NC(=O)N(C1CCCCC1)C1CCCCC1)C(C)C	99	101	23	102	100	0.4	105	101	1	x	7
C/C(CCc1ccc2c(c1)OCO2)=N\N=C1\NC(=O)CC(C(=O)Nc2ccc(Cl)cc2)S1 (centres undefined)	98	96	24	97	95	0.4	99	97	2	x	-30
CCOC(=O)c1ccccc1NC(=O)CN1C(=O)CCS(=O)(=O)c2ccccc21	100	106	30	102	101	-0.3	107	101	19	x	-19
OCC1CCN(Cc2cn(Cc3ccccc3)nc2-c2cc3ccccc3o2)CC1	92	92	0	93	99	-0.6	92	96	1	11	-7
Cc1nn(C)c(C(=O)N/N=C/c2ccc(Br)cc2)c1Cl	101	102	6	100	98	0.4	98	98	14	-7	14
Cc1ccc(C(=O)C[n+]2cc(-c3ccc(C)cc3)n3c2CCCCC3)cc1	94	96	12	99	96	0.3	100	95	2	x	4
O=C(COC(=O)Cc1cccc(C(F)(F)F)c1)NCC1CCCO1 (centres undefined)	96	96	12	97	98	-0.1	99	97	-1	12	-3
CCOc1ccc(NC(=O)Cn2nc(-c3ccccc3Cl)n(CC)c2=S)cc1	96	100	37	98	97	0.7	97	96	3	x	16
Clc1ccc2nc(N3CCCCC3)[nH]c2c1	102	100	36	101	102	0.6	102	104	4	x	11
O=C(Nc1cccc(C(=O)N2CCOCC2)c1)c1cncc(Br)c1	99	103	12	103	102	0.7	102	101	8	-23	1
COc1ccc(CCN(C)C(=O)C2CCCN(Cc3ccc(OC)c(OC)c3)C2)cc1OC (centres undefined)	101&97	106&98	5&10	104&95	103&97	-1.8&0.3	108&101	104&97	-1&2	-14	3&22
Cc1cccc(CNC(=O)c2ccccc2N)c1	98	103	11	101	100	0.5	100	100	2	-1	-5
Cn1c(SCC(=O)N2CCN(c3ccccc3)CC2)nnc1-c1ccncc1	103	103	6	102	92	1.0	105	102	9	-11	-6
Cc1cccc(C)c1NC(=O)c1c(-c2ccccc2)noc1C	97	102	8	99	97	5.7	103	98	6	x	-2
O=C1CC(c2ccc(F)cc2)Sc2nc(-c3ccccc3)c(-c3ccccc3)n21 (centres undefined)	99	97	2	100	102	-0.1	101	100	-1	-1	4
CC(C)NC(=O)C12CC3CC(C1)CC(n1cnc(Cl)n1)(C3)C2	105	111	14	106	105	-0.3	121*[activator]	107	3	x	-2

Following part:
mol	Rac1 mut GTP	Cdc42 wt GTP	Avidin fluor	HRas wt GTP bind	Rab7 wt GTP bind	ABCB1 inh	Rac1 wt modul	Rab2A wt mod	ABCG2 inh	Pf gametocyte	Mcl1-Noxa inh
Cc1ccccc1-c1nc2sc3c(c2c(=O)o1)CCC3	99	98	6	100	101	0.2	99	100	6	x	-2
Cc1ccc(-c2nc(CCN3C(=O)c4ccccc4C3=O)cs2)cc1	100	101	14	100	98	0.2	100	103	4	x	23
CC1(C)Cc2c(c(N3CCCCC3)[nH]c(=S)c2C#N)CS1	100	103	29	101	100	0.3	103	101	2	x	-9
O=S(=O)(c1ccccc1)N1CCN(C2CCN(Cc3ccccc3)CC2)CC1	99	103	17	102	97	-1.4	106	102	5	16	12
CCN=C1SC(CC(N)=O)C(=O)N1CC (centres undefined)	96	98	9	97	100	1.2	99	97	8	-8	9
CN(C)c1ccc(N=Nc2ccccc2C(=O)OCC(=O)NC2CCCC2)cc1	100	98	12	98	98	-0.1	100	97	0	x	26
O=C(CCC(=O)OCc1cccc(C(=O)Oc2ccccc2)c1)Nc1cccc2ccccc12	89	92	16	92	87	0.1	92	89	2	x	-7
Cc1ccc(C)n1-n1c(C)nc2sc(-c3ccccc3)cc2c1=O	102	102	9	102	101	0.7	108	100	5	x	16
C=CCOc1ccccc1CNn1nnnc1N	93	97	8	98	97	0.2	92	94	2	16	19
CN(C)c1ccc(-c2n[nH]c(=S)n2-c2ccccc2)cc1	92	95	8	98	97	0.1	99	94	1	x	51*
CCOCCOC(NC(=O)c1ccccc1)(C(F)(F)F)C(F)(F)F	101	100	6	101	104	1.2	104	99	17	3	6
CC(C)(C)c1ccc(-c2n[nH]c(=S)n2CC2CCCO2)cc1 (centres undefined)	97	100	12	97	97	0.0	98	97	0	-4	-22
O=S(=O)(c1ccc(OCC(O)CN2CCCC2)cc1)N1CCOCC1 (centres undefined)	96	98	4	99	97	-0.3	99	97	0	-6	0
O=C(OC(C(=O)NCc1ccc2c(c1)OCO2)c1ccc(Cl)cc1)c1ccco1 (centres undefined)	101	102	15	101	96	0.6	104	98	2	x	2
O=C(OCc1ccco1)c1ccc(S(=O)(=O)N2CCCCC2)cc1	97	98	7	98	96	0.3	96	97	1	-3	26
COCCCNCCOc1cc(C(C)C)ccc1C	99	104	35	100	99	0.4	100	100	2	x	36
COc1cccc(Nc2cc(C)nc3ccccc23)c1	99	106	37	99	98	-0.3	106	97	12	-5	11
COc1ccc(Cl)cc1NC(=O)C(OC)c1ccccc1 (centres undefined)	97	100	10	100	104	0.4	102	100	8	x	29
CC(=O)Oc1ccc(-c2ccc(C(=O)O)cc2)cc1	102	103	7	101	99	0.0	107	101	1	13	-3
Cc1ccc(Cl)cc1N1CCN(C(=O)c2cc3c(=O)n(C)c4ccccc4c3n2C)CC1	99	96	6	98	99	3.9	102	98	3	x	-5

Remaining list, next part.
mol	Rac1 mut GTP	Cdc42 wt GTP	Avidin fluor	HRas wt GTP bind	Rab7 wt GTP bind	ABCB1 inh	Rac1 wt modul	Rab2A wt mod	ABCG2 inh	Pf gametocyte	Mcl1-Noxa inh
O=C(NCCN1CCOCC1)c1ccc([N+](=O)[O-])cc1[N+](=O)[O-]	104	105	12	105	106	-1.0	111	106	8	-10	5
CCOc1ccc(-c2cc(N3C(=O)Nc4ccccc4N3O)on2)cc1	101	105	11	104	99	0.2	105	104	2	x	1
COC(=O)CCCCCNc1ccc(C(=O)OC)cc1N	99	103	1	100	97	0.2	103	101	1	x	10
O=C(Oc1ccc(N(C(=O)c2ccncc2)S(=O)(=O)c2cccs2)cc1)c1ccncc1	94	94	7	94	94	0.8	95	94	0	8	16
CC1CCc2sc(C(=O)OCC(=O)NC(C)C)cc2C1 (centres undefined)	94	93	6	96	103	-0.1	92	99	3	5	35
O=C(CSc1nnc(NC(=O)C2CC2)s1)NCc1cccs1	91	93	15	92	97	-0.1	95	92	0	-3	-4
Cc1ccc(-n2nnnc2SCn2nnc3ccccc3c2=O)c(C)c1	96	94	15	98	103	-0.5	101	99	-11	x	-8
O=C(CN(c1ccccc1)S(=O)(=O)c1ccc(F)cc1)NC1CCS(=O)(=O)C1 (centres undefined)	97	93	22	97	93	0.3	97	96	1	4	0
Cc1nn(C)cc1CN(C)C(=O)c1cc2nc(-c3ccco3)cc(C(F)(F)F)n2n1	102	105	3	104	104	x	106	103	x	x	-4
CCCN1C(=O)/C(=C\C=C2/Sc3ccccc3N2CCO)SC1=S	93	95	9	93	90	-0.6	92	95	-2	12	10
Cc1ccc(F)cc1NC(=O)C1CCN(c2cnccn2)CC1	99	104	8	102	99	0.2	105	102	1	-9	-9
c1nnc(NC2=NCCCCC2)s1	99	100	13	101	98	0.6	101	96	5	x	-3
O=C(O)CCc1nn2c3ccccc3n(Cc3ccccc3)c2nc1=O	93	93	17	94	100	0.9	95	96	3	-19	-5
COc1cccc(CNc2ccc3c(c2)CCC3)c1	99	101	7	102	99	0.0	99	101	0	x	9
CCN1CCCC1CNC(=O)c1ccccc1Cl (centres undefined)	99	94	7	99	97	1.8	103	101	6	x	-7
Cc1cc(C)c2cc3c(ccn3C3OC[C@H](O)[C@H](O)[C@H]3O)cc2n1 (some centres undefined)	94	97	8	96	98	0.5	95	95	4	x	26
COc1ccc2oc(-c3ccco3)cc(=O)c2c1	96	96	11	97	99	0.9	97	95	26	-2	20
O=C(CSc1nnc(C2CC2)n1-c1ccccc1)Nc1ccc(N2CCOCC2)cc1	98	97	8	98	98	0.5	98	95	2	x	11
COC(=O)c1ccc(/C=N/NC(=O)CC(=O)NCC(C)C)cc1	95	100	8	100	95	-0.1	98	96	0	x	-5
Nc1ccc(O)cc1C(=O)OCC(=O)C12CC3CC(CC(C3)C1)C2	96	97	6	97	97	-0.7	100	99	-2	-20	x

(further entries)
mol	Rac1 mut GTP	Cdc42 wt GTP	Avidin fluor	HRas wt GTP bind	Rab7 wt GTP bind	ABCB1 inh	Rac1 wt modul	Rab2A wt mod	ABCG2 inh	Pf gametocyte	Mcl1-Noxa inh
COc1ccc(/C=N/Nc2nc(NCc3ccco3)nc(Nc3ccc(OC)cc3)n2)cc1	97	99	13	99	99	-0.8	102	97	-1	-3	38
CCOc1ccc(C2C(C#N)=C(N)Oc3cc(C)n(Cc4ccco4)c(=O)c32)cc1OC (centres undefined)	97	100	29	98	101	1.7	101	98	1	x	1
O=C(/C=C/c1cccc([N+](=O)[O-])c1)n1cnc2ccccc21	95	89	14	94	94	-0.5	94	94	10	7	8
CCC(=O)Nc1nc(N)n(-c2ccccc2)n1	95	102	4	98	95	0.1	100	97	0	x	6
COc1ccccc1N=Nc1[nH]c2ccc(C)cc2c1O	103	101	2	102	96	0.3	103	100	1	-17	27
O=S(=O)(Cc1ccccc1)N1CCCc2ccccc21	93	97	6	94	97	1.2	96	97	4	10	5
